Dyrk1A ADPGlo – blocks rat Dyrk1A kinase activity | Q63470 | ADP-Glo luminescence, NFATc1 peptide | inhibition, % at 12.5 µM | hit rate 0.43% among 310,000; in the data active = inhibition above about 50%;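 also: plate controls were vehicle with enzyme for no effect and no enzyme for full effect; many of its hits are not listed in these tables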
KCNK3 block – human KCNK3 channel inhibition, primary screen; CHO-KCNK3 thallium flux, FluxOR fluorescence; stronger effect = lower value; B-score at 10 µM; hit rate 0.84% among 340,000; AID 602410;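 active = B-score under library mean minus 4 SD, starting fluorescence ratio at most library mean plus 5 SD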;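 also: more negative B-score means stronger inhibition of thallium flux through KCNK3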
Target sequence (O14649 whole entry, looked up): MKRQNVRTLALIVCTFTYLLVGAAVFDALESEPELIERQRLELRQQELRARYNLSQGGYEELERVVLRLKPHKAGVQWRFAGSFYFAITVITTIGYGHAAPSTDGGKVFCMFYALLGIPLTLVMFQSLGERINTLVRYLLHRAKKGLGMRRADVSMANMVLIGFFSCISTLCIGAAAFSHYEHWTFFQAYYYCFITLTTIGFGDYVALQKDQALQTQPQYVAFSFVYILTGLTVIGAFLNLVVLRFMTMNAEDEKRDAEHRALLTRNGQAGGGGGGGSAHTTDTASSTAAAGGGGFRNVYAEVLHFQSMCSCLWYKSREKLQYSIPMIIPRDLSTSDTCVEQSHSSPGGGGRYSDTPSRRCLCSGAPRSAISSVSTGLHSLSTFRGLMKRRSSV
GSK3 alpha inh – blocks human GSK-3 alpha kinase; P49840; ADP-Glo luminescence, 60 min; inhibition, % at 10 µM; hit rate 0.1% among 320,000;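 in the data active = inhibition above about 50%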;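 also: GST-tagged GSK-3 alpha with peptide substrate and 25 µM ATP; 0% = DMSO neutral wells and 100% = GW8510 positive control wells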
Target sequence (P49840 whole entry, looked up): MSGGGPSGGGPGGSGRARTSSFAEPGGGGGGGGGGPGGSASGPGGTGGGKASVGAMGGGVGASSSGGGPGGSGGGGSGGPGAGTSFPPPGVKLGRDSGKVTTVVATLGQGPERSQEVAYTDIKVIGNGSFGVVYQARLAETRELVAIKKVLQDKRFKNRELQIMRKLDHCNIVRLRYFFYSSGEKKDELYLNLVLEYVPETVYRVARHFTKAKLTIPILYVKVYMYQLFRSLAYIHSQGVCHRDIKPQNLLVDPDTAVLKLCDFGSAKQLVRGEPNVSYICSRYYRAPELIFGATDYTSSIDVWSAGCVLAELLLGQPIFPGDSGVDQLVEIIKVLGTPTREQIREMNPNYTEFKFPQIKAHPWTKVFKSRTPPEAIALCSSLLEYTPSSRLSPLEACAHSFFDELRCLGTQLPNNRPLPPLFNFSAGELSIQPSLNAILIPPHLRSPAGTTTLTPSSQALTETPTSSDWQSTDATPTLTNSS
* marks the source's active call; other numbers are inactive results; i = inactive. The list is partial; rates above refer to the full screens.

smiles	KCNK3 block	GSK3 alpha inh	Dyrk1A ADPGlo
COc1ccc(-c2cc3ccc(OC)cc3cn2)cc1	i	-2	3
COc1ccc(C(=O)c2c3ccccc3[n+]([O-])n2Cc2ccc(C(N)=O)cc2)cc1	i	-2	6
Cc1ccc(S(=O)(=O)N2[C@@H](c3ccccc3F)C(C(=O)O)=CC[C@H]2c2cccc(Cl)c2)cc1	i	0	7
O=C(NNC(=O)c1ccc(Br)s1)c1csc(N2CCOCC2)n1	i	-1	0
COc1ccc2[nH]cc(CC(=O)O)c2c1	i	-2	2
Cc1ccc(S(=O)(=O)N2CCOCC2)cc1C(=O)NCC1CCCCC1	i	-1	-3
C=CC[C@H](CC(=O)N(CCO)Cc1ccccc1)C(=O)N[C@@H](COC(=O)[C@@H](CC=C)CC(=O)OC(C)(C)C)Cc1c[nH]c2ccccc12	i	-1	1
O=C1NCCO1	i	0	5
CSCCC(NC(=O)COc1ccccc1)C(=O)N1CCC(C(N)=O)CC1 (stereo not given)	i	-1	-6
O=C(Nc1ccc(Br)cc1)C1CCCN(C2=NS(=O)(=O)c3ccccc32)C1 (stereo not given)	i	-3	3
CC(C)(C)OC(=O)C[C@H]1C/C=C\C[C@@H](CC(=O)N[C@H](CO)Cc2ccccc2)C(=O)N2CCC[C@H]2COC1=O	i	0	1
COCCN(C(=O)c1cc2c(s1)CCCCC2)c1c(N)n(CC(C)C)c(=O)[nH]c1=O	i	-6	1

In the list so far, these contain bromine:
smiles	KCNK3 block	GSK3 alpha inh	Dyrk1A ADPGlo
O=C(NNC(=O)c1ccc(Br)s1)c1csc(N2CCOCC2)n1	i	-1	0
O=C(Nc1ccc(Br)cc1)C1CCCN(C2=NS(=O)(=O)c3ccccc32)C1 (stereo not given)	i	-3	3

Single values from the results shown:
For GSK3 alpha inh, `CSCCC(NC(=O)COc1ccccc1)C(=O)N1CCC(C(N)=O)CC1` (stereo not given) shows -1
For Dyrk1A ADPGlo, `COc1ccc(-c2cc3ccc(OC)cc3cn2)cc1` shows 3
For GSK3 alpha inh, `CC(C)(C)OC(=O)C[C@H]1C/C=C\C[C@@H](CC(=O)N[C@H](CO)Cc2ccccc2)C(=O)N2CCC[C@H]2COC1=O` shows 0

Other structures follow.
smiles	KCNK3 block	GSK3 alpha inh	Dyrk1A ADPGlo
CCCCc1nnc(NC(=O)Cc2ccc(S(=O)(=O)N3CCOCC3)s2)s1	i	6	0
CCCCC1(Br)C(=O)N(c2ccccc2)N(c2ccccc2)C1=O	i	-4	-4
CCN(CC(=O)Nc1ccc2c(c1)OCCO2)CC(=O)Nc1ccc(C)c([N+](=O)[O-])c1	i	-1	-1
Cc1csc(CNc2ncnc3ccc(-c4cccnc4)cc23)c1	i	2	26
COc1ccc(NC(=O)CN(c2ccccc2OC)S(=O)(=O)c2cccs2)cc1Cl	i	-4	-1
O=C(Nc1cccc(-n2cnnn2)c1)c1ccc(C(F)(F)F)cc1	i	0	-4
C[C@H](CO)N1C[C@H](C)[C@@H](CN(C)S(=O)(=O)c2ccc(F)cc2)Oc2c(NC(=O)Nc3ccc4c(c3)OCO4)cccc2C1=O	i	1	7
C=CCn1c(C)cc(C(=O)COC(=O)c2cncc(Br)c2)c1C	i	-2	0
COc1ccc(-c2sc3ccc(N4CCOCC4)cc3c2C#CCO)cc1	i	-2	4
CN(C)c1ccc(C(=O)N2CCN(C(=O)C3CCCO3)CC2)cc1 (stereo not given)	i	-3	0
CC(C)(C)OC(=O)N1Cc2[nH]c3ccccc3c2C[C@@H]1C(=O)O	i	0	-1
COc1ccc([C@H]2CC(=O)C=C(c3cc(F)ccc3OC)C2)cc1	i	0	3
C[C@H](NC(=O)c1nc[nH]c1C(=O)NCc1ccc(CNC(=O)OC(C)(C)C)cc1)C(=O)OCc1ccccc1	i	-1	-3
COc1ccc([C@H]2CC(=O)C=C(c3cc(Cl)ccc3C)C2)cc1	i	2	-2
CC(=O)Nc1ccc(C(=O)OCC(=O)N2CC3(C)CC2CC(C)(C)C3)cc1 (stereo not given)	i	0	-4
CNc1ccc(S(=O)(=O)NCC(=O)OC(C)C(=O)N(C)Cc2ccccc2)cc1[N+](=O)[O-] (stereo not given)	i	0	-1
O=[N+]([O-])c1ccc(CSc2ccc(S(=O)(=O)N3CCCC3)cn2)cc1	i	-2	-2
CN(C)/C=N/c1c(C#N)cnn1-c1ccc(C(F)(F)F)cn1	i	0	1
CCN1C/C(=C/c2cccc([N+](=O)[O-])c2)C(=O)/C(=C/c2cccc([N+](=O)[O-])c2)C1	i	-4	7
N#CCCN(C(=O)COC(=O)c1cc(=O)c2ccccc2o1)c1ccccc1	i	-1	-1
CCn1nnnc1SCC(=O)N(C)C1CCS(=O)(=O)C1 (stereo not given)	i	-4	-2
C=CC[C@@H](CC(=O)OC(C)(C)C)C(=O)OC[C@@H]1CCCN1C(=O)[C@H](CC=C)CC(=O)NCCO	i	-5	-2
CCOC(=O)[C@@H]1[C@H]2COc3cc(OC)ccc3[C@H]2N2C(=O)N(c3ccccc3)C(=O)[C@]12C	i	-3	12
Cc1cc(C)c2sc(NNC(=O)C3COc4ccccc4O3)nc2c1 (stereo not given)	i	-1	-3
CCOc1ccc(OCC)c(NC(=O)C2CCCN(C(=O)c3ccc(Cl)cc3)C2)c1 (stereo not given)	i	1	4
O=C(CN1C(=O)NC2(CCc3ccccc32)C1=O)NCc1ccc(Cl)cc1 (stereo not given)	i	-1	-1
CC(NC(=O)c1ccco1)C(=O)N1CC=C(c2ccccc2)CC1 (stereo not given)	i	-3	-1
COc1cc(CC(=O)OCC(=O)NC2CCCCCC2)cc(OC)c1OC	i	-3	0
CCCCN(C(=O)c1ccc(N2CCCC2=O)cc1)c1c(N)n(CC(C)C)c(=O)[nH]c1=O	i	-3	-2
COC(=O)c1c(C)[nH]c(C(=O)C(C)OC(=O)C2CC2)c1C (stereo not given)	i	-2	-1
CNC(=O)c1ccc(NC(=O)C2CCN(S(=O)(=O)c3cccc(C(F)(F)F)c3)CC2)cc1	i	-1	-5
O=C(COC(=O)c1ccc(O)cc1)Nc1ccc(S(=O)(=O)N2CCOCC2)cc1	i	3	2
COc1ccccc1C(=O)NCC(=O)OCC(=O)Nc1nnc(-c2ccccc2)o1	i	-4	5
Cc1cc(C)c(NC(=O)CNC(=O)CN(C)Cc2ccc(Br)s2)c(C)c1	i	-1	-4
CN1C(=O)C2(c3ccccc31)C1CCCC=C1C(C#N)=C(N)C2(C#N)C#N (stereo not given)	i	-1	5
Cc1ccc(OCCC(=O)OCC(=O)c2ccc3c(c2)NC(=O)CO3)cc1	i	4	3
C[C@H](CO)N1C[C@H](C)[C@@H](CN(C)C(=O)Nc2ccccc2)Oc2c(NS(=O)(=O)c3ccc(F)cc3)cccc2C1=O	i	0	-1
CCCCCc1nnc(NC(=O)c2ccc3nc[nH]c3c2)s1	i	1	-2
CC(C)(C)OC(=O)NCCCCCNC(=O)c1nc[nH]c1C(=O)N1CCN(C(=O)OC(C)(C)C)CC1	i	-2	3
CSc1ccc(/C=C/C(=O)OCC(=O)NC2CCS(=O)(=O)C2)cc1 (stereo not given)	i	-1	0
O=S(=O)(/N=C(/Nc1cccnc1Cl)c1ccccc1)c1ccccc1	i	1	-5
CCOc1ccc(NC(=O)CSc2nnc(C3CC3)n2C)cc1S(=O)(=O)N1CCCCC1	i	0	-3
CCN(C(=O)CCS(=O)(=O)c1ccc(Br)cc1)c1ccc2c(c1)OCO2	i	-1	4
O=[N+]([O-])c1ccc(CNCc2cc(Cl)ccc2O)cc1	i	1	1
COc1cc(C#N)ccc1OCC(=O)NCCC1=CCCCC1	i	-1	-4
O=S(=O)(NCCCN1CCOCC1)c1ccc(F)c(Cl)c1	i	1	-1
CC1CCC(C#N)(N(C)C(=O)CSc2nnc(C3CC3)n2C2CC2)CC1 (stereo not given)	i	15	0
COc1ccc(N2C(=O)C3C(C2=O)C2C=CC3C23CC3)c(OC)c1 (stereo not given)	i	3	-7

Complete entries as entered above. Order of screens: KCNK3 block | GSK3 alpha inh | Dyrk1A ADPGlo
Record of CCCCCc1nnc(NC(=O)c2ccc3nc[nH]c3c2)s1 : i | 1 | -2
Record of CC1CCC(C#N)(N(C)C(=O)CSc2nnc(C3CC3)n2C2CC2)CC1 (stereo not given) : i | 15 | 0

Further records.
smiles	KCNK3 block	GSK3 alpha inh	Dyrk1A ADPGlo
Cc1ccnc(NC(=O)c2ccc3c(c2)NC(=O)C(C)S3)c1 (stereo not given)	i	-13	0
C=CCC[C@H](Cc1ccc(F)cc1)C(=O)OC[C@H](Cc1c[nH]c2ccccc12)NC(=O)[C@@H](CC=C)CC(=O)N(CCO)Cc1ccccc1	i	-2	4
CC(C)(OC(=O)c1ccc(C#N)cc1)c1cc2ccccc2c(=O)o1	i	0	2
CCNc1ccc(S(=O)(=O)N2CCCCC2)cn1	i	-5	-1
Nc1[nH]n(-c2c(Cl)cc(Cl)cc2Cl)c(=O)c1N=Nc1ccc(S(=O)(=O)Nc2ncccn2)cc1	i	-2	-1
Nn1c(SCC(=O)Nc2ccc(N3CCOCC3)cc2)nnc1-c1ccccc1F	i	0	-1
COc1ccc(-c2oc3ccccc3c2C#CC(C)(C)O)cc1	i	-3	7
Cc1cc(=O)[nH]c2sc(C(=O)N3c4ccccc4CC3C)c(N)c12 (stereo not given)	i	-5	-2
CCOc1ccccc1N1CCN(C(=O)c2cc(S(=O)(=O)N3CCCCC3)ccc2C)CC1	i	0	0
CC1CN(S(=O)(=O)c2cc(C(=O)NC(C)c3cccnc3)ccc2Cl)CC(C)O1 (stereo not given)	i	-2	3
CCCc1nnc(NC(=O)c2ccc(S(=O)(=O)N(C)c3ccccc3OC)cc2)s1	i	0	-2
COc1cc(C=NNC(=O)c2ccccc2NS(=O)(=O)c2cccs2)cc(OC)c1O	i	0	6
COc1ccc(OC)c(C(=O)COC(=O)COc2ccccc2)c1	i	1	5
CC(=O)c1ccc(S(=O)(=O)NCCC(=O)NC2CCN(Cc3ccccc3)CC2)cc1	i	1	15
CCOc1ccccc1OCCCC(=O)N1CCN(S(=O)(=O)c2ccc(Cl)cc2)CC1	i	0	8
COc1ccccc1NC(=O)c1ccc(NC(=O)CSc2nc(N)cc(=O)[nH]2)cc1	i	-3	1
COC(=O)c1sc(S(=O)(=O)N2CCCCC2C)c(C(=O)OC)c1C (stereo not given)	i	1	-2
C=C[C@@H]1c2ccccc2N(S(=O)(=O)c2ccc(C)cc2)[C@H](c2ccccc2C(F)(F)F)C1(C#N)C#N	i	-1	6
Cc1cccc(NC(=O)CNC(=O)COC(=O)c2ccc(C(C)(C)C)cc2)c1C	i	2	0
C=CCC[C@H](Cc1ccc(F)cc1)C(=O)OC[C@H](Cc1c[nH]c2ccccc12)NC(=O)[C@@H](CC=C)CC(=O)N[C@H](CO)Cc1ccccc1	i	-1	2
CC[C@@]1(C(=O)OC)N[C@H](CN(C)C(=O)Nc2ccc(OC)cc2)[C@@H]2C(=O)N(C)C(=O)[C@@H]21	i	-4	0
COc1ccc(C(=O)NNC(=O)c2ccc(F)c(S(=O)(=O)N3CCOCC3)c2)cc1	i	3	2
N#C/C(=C/c1ccc(-c2ccc(S(N)(=O)=O)cc2)o1)c1nc2ccccc2s1	i	2	1
CC(NC(=O)COC(=O)C1CC2CCCC(C1)C2=O)c1ccccc1 (stereo not given)	i	-4	-4

A draw from above in order of heavy-atom count, smallest number first:
smiles	KCNK3 block	GSK3 alpha inh	Dyrk1A ADPGlo
Cc1cc(C)c(NC(=O)CNC(=O)CN(C)Cc2ccc(Br)s2)c(C)c1	i	-1	-4
CN1C(=O)C2(c3ccccc31)C1CCCC=C1C(C#N)=C(N)C2(C#N)C#N (stereo not given)	i	-1	5
Nn1c(SCC(=O)Nc2ccc(N3CCOCC3)cc2)nnc1-c1ccccc1F	i	0	-1
CCN(CC(=O)Nc1ccc2c(c1)OCCO2)CC(=O)Nc1ccc(C)c([N+](=O)[O-])c1	i	-1	-1

Carrying on.
smiles	KCNK3 block	GSK3 alpha inh	Dyrk1A ADPGlo
Cc1c(Cc2ccccc2)c(=O)oc2c(C)c(OCc3nn[nH]n3)ccc12	i	-2	2
COc1cccc(-c2sc3ccccc3c2-c2ccc(OCCN3CCCC3)cc2)c1	i	1	51*
COc1cc(OC)cc(-c2c(C#Cc3ccsc3)c3cc(-c4ccc(SC)cc4)ccc3n2C)c1	i	-4	4
CN(C)S(=O)(=O)c1ccc(NC(=O)CSc2nnc(-c3ccco3)o2)cc1	i	1	0
Cn1cccc1C(=O)OCC(=O)NC(=O)c1ccc(Cl)cc1	i	0	1
Oc1ccccc1O	i	-1	9
CCC(C)CCN1CCN=C1N(C)C (stereo not given)	i	0	6
N#CCCN(C(=O)COC(=O)CNS(=O)(=O)c1ccc2ccccc2c1)c1ccccc1	i	-8	-2
CC(=O)Nc1cccc(NC(=O)CN2c3cccc4cccc(c34)S2(=O)=O)c1	i	-4	-1

Screening data from PubChem.
